Source: PubChem BioAssay (National Center for Advancing Translational Sciences (NCATS))
GoLoco inh red: inhibitors of human Gai1-RGS12 GoLoco interaction (red fluorophore); Gai1:RGS12 GoLoco peptide FP, rhodamine, 10 min; Potency, µM (doses to about 61.6 µM), for the others: top-dose activity, negative = inhibition, usual class: inhibitors; 230,000 tested, 0.44% active; active = well fitted inhibition curve with a large enough effect, not every such curve was filed as active; inactive = no such curve, though single readings can be large or run the other way; note: nearly all actives have a fitted effect of over 30% in size; many of its hits are not listed in these tables
Tau ThT inhib: inhibitors of human tau fibril formation, thioflavin T binding. recombinant tau K18 P301L (four-repeat tau fragment), heparin-induced fibrillization, ThT fluorescence. Potency, µM (series often up to 57.4 µM), for inactives: at the highest dose activity, negative = inhibition, most hits filed as inhibitors. 270,000 tested, 2.1% active; note: nearly all actives have a fitted effect of over 55% in size
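Tau K18 P301L fragment (15 uM unlabeled plus 0.24 uM Alexa 594-labeled) in 100 mM sodium acetate pH 7 with compound, fibrillization induced by 20 uM heparin for 6 hr at 37 C. Thioflavin T (30 uM) added, fluorescence read after 1 hr (ex 450, em 510 nm).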
KDM4E inh: JMJD2E (human) inhibition; 230,000 tested, 1.6% active; B2RXH2; Potency, µM (titrated, usually from 57.1 µM), inactives show at the top dose activity change, negative = inhibition, hits mostly inhibitors; JMJD2E catalytic domain, FDH-coupled NADH fluorescence (FDH is formaldehyde dehydrogenase); active = well fitted inhibition curve with a large enough effect, not every such curve was filed as active; inconclusive = small, poorly fitted or top-dose-only effect, or another doubt; inactive = no such curve, though single readings can be large or run the other way;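 note: 0% = wells with enzyme and -100% = buffer wells without enzyme; nearly all actives have a fitted effect of over 50% in size; many of its hits are not listed in these tables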
TR SRC2 fluor cs: alters Texas Red total fluorescence, flagging assay interference | TRb/SRC2 Texas Red total fluorescence interference | Potency, µM (titrated, usually from 106 µM), for the others: top-dose fluorescence change, negative = quenching | 280,000 tested, 0.29% active | AID 1479; active = well fitted curve in either direction with a large enough effect; inconclusive = small, poorly fitted or top-dose-only effect
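Human TRb ligand-binding domain at 0.6 uM with 20 nM Texas Red SRC2 peptide in Tris buffer containing 1 uM T3 and 5% DMSO, incubated with compound 5 h at ambient temperature. Total fluorescence (555/632 nm) calculated as parallel + 2 × perpendicular.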
TRb-SRC2 inh: inhibitors of human thyroid hormone receptor beta-SRC2 interaction | P10828 | TRbeta-SRC2 peptide binding, fluorescence polarization; receptor liganded with 1 µM T3 | Potency, µM (series often up to 106 µM), without a hit: at the top dose activity change, negative = inhibition, usual class: inhibitors | 280,000 tested, 0.065% active;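 note: plate controls were bound peptide for no effect and peptide without receptor for full effect; nearly all actives have a fitted effect of over 50% in size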
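Decrease in fluorescence polarization of 20 nM Texas Red SRC2 coactivator peptide flagged inhibition of its binding to 0.6 uM TRb LBD; 1 uM T3 included, incubation 5 hr, ex 555/em 632 nm.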
RECQ1 helicase: blocks DNA unwinding by human RECQ1. P46063. Potency, µM (top dose mostly 57.3 µM), for inactives: top-dose activity, negative = inhibition, usual class: inhibitors. RECQ1 DNA unwinding, red fluorescence kinetic read. 240,000 tested, 0.54% active;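 note: plate controls were vehicle for no effect and no enzyme for full effect; nearly all actives have a fitted effect of over 30% in size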
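50 nM RECQ1T1 preincubated 15 min with compound in Tris pH 8.0 buffer with MgCl2, DTT, Tween-20 and 2.5 ug/ml poly(dI-dC); started with 200 nM TAMRA/BHQ-2 forked duplex and 2 mM ATP. Unwinding read as fluorescence (525/598 nm), two reads 2 h apart.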
L3MBTL1 inh: L3MBTL1 (human) inhibition | Q9Y468 | AlphaScreen L3MBTL1–H3K9me1 peptide binding | Potency, µM (highest dose often 57.1 µM), inactives show at the highest dose activity, negative = inhibition, actives largely listed as inhibitors | 230,000 tested, 0.66% active | AID 485360; note: nearly all actives have a fitted effect of over 60% in size
Target sequence (Q9Y468 whole entry, looked up): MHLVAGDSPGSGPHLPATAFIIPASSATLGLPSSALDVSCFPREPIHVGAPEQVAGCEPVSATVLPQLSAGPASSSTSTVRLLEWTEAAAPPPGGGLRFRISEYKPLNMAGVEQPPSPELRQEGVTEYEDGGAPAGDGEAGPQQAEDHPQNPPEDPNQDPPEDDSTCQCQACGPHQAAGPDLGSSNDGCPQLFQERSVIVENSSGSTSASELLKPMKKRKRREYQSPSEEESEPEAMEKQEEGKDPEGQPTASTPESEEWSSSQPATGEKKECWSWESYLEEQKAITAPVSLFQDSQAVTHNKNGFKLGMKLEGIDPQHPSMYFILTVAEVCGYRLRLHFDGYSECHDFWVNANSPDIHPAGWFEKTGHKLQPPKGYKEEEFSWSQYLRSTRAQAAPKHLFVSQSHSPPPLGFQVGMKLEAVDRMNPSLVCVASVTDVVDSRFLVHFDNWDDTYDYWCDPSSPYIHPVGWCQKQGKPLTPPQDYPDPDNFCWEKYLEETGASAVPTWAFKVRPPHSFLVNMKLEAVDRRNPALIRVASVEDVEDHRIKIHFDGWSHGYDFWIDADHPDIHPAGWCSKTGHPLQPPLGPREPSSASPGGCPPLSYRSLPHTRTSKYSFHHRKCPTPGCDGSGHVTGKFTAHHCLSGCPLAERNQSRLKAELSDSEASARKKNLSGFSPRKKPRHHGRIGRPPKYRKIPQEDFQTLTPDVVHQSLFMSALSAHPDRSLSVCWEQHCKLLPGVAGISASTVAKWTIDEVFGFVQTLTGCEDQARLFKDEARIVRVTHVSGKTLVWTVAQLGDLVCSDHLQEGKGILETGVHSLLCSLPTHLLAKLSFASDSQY
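AlphaScreen proximity signal between nickel-chelate acceptor and streptavidin donor beads (final 10 ug/mL) reports binding of 50 nM L3MBTL1 to 75 nM biotin-H3 K9me1 peptide; complex incubated with compounds 30 min at room temperature; cefsulodin titration as control.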
Tau fibril FP: tau fibrillization inhibition (FP) | AID 1468 | 280,000 tested, 0.39% active | K18 P301L tau heparin fibrillization, Alexa594 FP, 6 h | P10636 | Potency, µM (series often up to 57.7 µM), inactives show top-dose activity, negative = inhibition, most hits filed as inhibitors; note: nearly all actives have a fitted effect of over 55% in size
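Read-out: fluorescence polarization of Alexa 594-labeled tau (0.24 uM), 555 nm excitation, 632 nm emission. Mixtures held 15 uM unlabeled K18 P301L, compound and 20 uM heparin, pH 7 acetate buffer, incubated 6 hr at 37 C.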
Starred values were filed as active, the others as inactive; i = inactive; ? = inconclusive; / = no result given; [ ] = dose if it differs, or a comment. Unless noted, calls come from the whole dose curve; as a rule, active = well fitted curve in the direction sought with a large enough effect; inconclusive = small, poorly fitted or top-dose-only effect, or another doubt; inactive = no such curve, though single readings can be large; an effect the other way counts as inactive or inconclusive. Unless noted, % is set by controls: 0 for no effect and ±100 for the full control effect; potency is the fitted concentration of half-maximal effect. Only part of the results is shown (hit frequency here may not be typical).

1) Cc1nc2ccc(Cl)cn2c1P(=S)(N1CCOCC1)N1CCOCC1
2) C=C(C)[C@]12C[C@@H](C)[C@@]34OC(Cc5ccccc5)(O[C@@H]1[C@@H]3C=C(COC(=O)Cc1cc(I)c(O)c(OC)c1)C[C@]1(O)C(=O)C(C)=C[C@@H]41)O2
3) O=C(Nc1ccc2nc(-c3cccs3)c(-c3cccs3)nc2c1)NC1CC1
4) CC(C)COC(=O)n1c(=O)oc2cc(S(=O)(=O)N3CCCCC3)ccc21
5) Cc1ccccc1-n1c(C)cc(/C=C2/C(=O)NC(=O)N(Cc3ccco3)C2=O)c1C
6) CCn1cc(C(=O)c2ccccc2)c2ccccc21
7) CC12CN3CC(C)(CN(C1)C31CCOCC1)C2=O
8) CCn1c(P(C)(=O)O)nc2cc(NC(=O)c3ccccc3F)ccc21
Screen / compound no.	1	2	3	4	5	6	7	8
GoLoco inh red	6.6%	-4.2%	6.8%	/	25.9%	-0.9%	4.9%	1.8%
Tau ThT inhib	-5.1%	?	?	?	?	-12.1%	4.1%	-5.7%
KDM4E inh	11.0%	/	?	-1.5%	-18.6%	1.0%	?	-3.5%
TR SRC2 fluor cs	-2.8%	-0.3%	2.6%	1.8%	6.9%	-2.7%	0.6%	-6.6%
TRb-SRC2 inh	-1.8%	1.6%	0.7%	-4.9%	5.8%	-12.6%	-2.4%	-5.4%
RECQ1 helicase	i	-14.4%	-8.3%	i	-24.8%	-5.9%	4.0%	-11.3%
L3MBTL1 inh	-3.8%	/	/	-6.5%	-10.0%	/	?	-4.3%
Tau fibril FP	0.7%	10.3%	22.4µM*	7.4%	5.0%	-3.4%	-5.3%	-11.1%

6 entries from above, with tabs.
no.	SMILES	GoLoco inh red	Tau ThT inhib	KDM4E inh	TR SRC2 fluor cs	TRb-SRC2 inh	RECQ1 helicase	L3MBTL1 inh	Tau fibril FP
6	CCn1cc(C(=O)c2ccccc2)c2ccccc21	-0.9%	-12.1%	1.0%	-2.7%	-12.6%	-5.9%	/	-3.4%
2	C=C(C)[C@]12C[C@@H](C)[C@@]34OC(Cc5ccccc5)(O[C@@H]1[C@@H]3C=C(COC(=O)Cc1cc(I)c(O)c(OC)c1)C[C@]1(O)C(=O)C(C)=C[C@@H]41)O2	-4.2%	?	/	-0.3%	1.6%	-14.4%	/	10.3%
5	Cc1ccccc1-n1c(C)cc(/C=C2/C(=O)NC(=O)N(Cc3ccco3)C2=O)c1C	25.9%	?	-18.6%	6.9%	5.8%	-24.8%	-10.0%	5.0%
8	CCn1c(P(C)(=O)O)nc2cc(NC(=O)c3ccccc3F)ccc21	1.8%	-5.7%	-3.5%	-6.6%	-5.4%	-11.3%	-4.3%	-11.1%
1	Cc1nc2ccc(Cl)cn2c1P(=S)(N1CCOCC1)N1CCOCC1	6.6%	-5.1%	11.0%	-2.8%	-1.8%	i	-3.8%	0.7%
4	CC(C)COC(=O)n1c(=O)oc2cc(S(=O)(=O)N3CCCCC3)ccc21	/	?	-1.5%	1.8%	-4.9%	i	-6.5%	7.4%

Remaining list, next part
9) COc1ccc(CCNC(=O)COC(=O)Cc2ccccc2)cc1
10) COc1ccc(CCn2c(O)c(C=Nc3ccc(F)cc3)c(=O)[nH]c2=O)cc1OC
11) C/C(=N\N1CCCCC1)c1c(O)[nH]c(=O)[nH]c1=O
12) CCOc1ccc(-c2cc(C)[n+](CCN3CCOCC3)c(-c3ccc(OCC)cc3)c2)cc1
13) COc1ccc(C2CC(=O)Oc3c2c(=O)oc2ccccc32)c(OC)c1OC (configuration not stated)
14) CCOc1ccccc1-n1c(O)c(C=Nc2c(C)n(C)n(-c3ccccc3)c2=O)c(=O)[nH]c1=O
15) CN(C)C(=O)Oc1ccc(Br)cc1C(=O)Nc1ccc(F)c(Cl)c1
16) COc1cc(/C=C2\C(=O)NC(=O)N(c3ccc(C)cc3)C2=O)cc(OC)c1O
17) CCc1c(C(=O)NN2C(=O)C3C4CCC(O4)C3C2=O)csc1C (configuration not stated)
18) O=c1[nH]c(O)c(N=Nc2cc(C(F)(F)F)ccc2Cl)c(=O)[nH]1
Screen / compound no.	9	10	11	12	13	14	15	16	17	18
GoLoco inh red	/	5.0%	-3.5%	-0.8%	/	-0.2%	4.8%	36.4%[activator]	-12.4%	1.8%
Tau ThT inhib	?	-0.1%	8.9%	5.9%	-12.9%	3.8%	?	?	-1.6%	-11.6%
KDM4E inh	3.5%	/	2.8%	?	/	-6.8%	-5.5%	?	-1.8%	6.5%
TR SRC2 fluor cs	-4.3%	-4.0%	7.3%	1.4%	-13.7%	2.0%	-1.2%	-0.5%	-3.5%	-6.0%
TRb-SRC2 inh	10.8%	1.4%	0.8%	0.8%	-5.0%	-9.9%	0.1%	-5.1%	-4.1%	4.8%
RECQ1 helicase	0.7%	-6.9%	2.2%	i	/	i	11.2%	-2.9%	3.5%	i
L3MBTL1 inh	-7.9%	1.2%	-3.4%	0.0%	/	-3.9%	0.9%	/	0.0%	1.8%
Tau fibril FP	-0.5%	-6.5%	13.8%	-1.4%	-3.7%	-0.8%	-9.4%	-17.4%	-2.6%	5.7%

Part of the list above, reformatted:
#	Molecule	GoLoco inh red	Tau ThT inhib	KDM4E inh	TR SRC2 fluor cs	TRb-SRC2 inh	RECQ1 helicase	L3MBTL1 inh	Tau fibril FP
15	CN(C)C(=O)Oc1ccc(Br)cc1C(=O)Nc1ccc(F)c(Cl)c1	4.8%	?	-5.5%	-1.2%	0.1%	11.2%	0.9%	-9.4%
12	CCOc1ccc(-c2cc(C)[n+](CCN3CCOCC3)c(-c3ccc(OCC)cc3)c2)cc1	-0.8%	5.9%	?	1.4%	0.8%	i	0.0%	-1.4%
